Screening data (PubChem)
MCL1 BIM primary: inhibitors of human MCL1 binding to BIM-BH3 peptide; AID 2057; inhibition, % at 10.9 µM; 0.68% of 320,000 active; GST-MCL1 / FITC-Bim-BH3 fluorescence polarization; Q07820;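 active means inhibition above the mean inhibition of all tested compounds plus 3 SD, set per campaign, cut at about 40% in these data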;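 further: 0% = DMSO wells and 100% = unlabeled Bim-BH3 peptide control; higher means more loss of mP so more displacement of Bim peptide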
Target sequence (Q07820 whole entry, looked up): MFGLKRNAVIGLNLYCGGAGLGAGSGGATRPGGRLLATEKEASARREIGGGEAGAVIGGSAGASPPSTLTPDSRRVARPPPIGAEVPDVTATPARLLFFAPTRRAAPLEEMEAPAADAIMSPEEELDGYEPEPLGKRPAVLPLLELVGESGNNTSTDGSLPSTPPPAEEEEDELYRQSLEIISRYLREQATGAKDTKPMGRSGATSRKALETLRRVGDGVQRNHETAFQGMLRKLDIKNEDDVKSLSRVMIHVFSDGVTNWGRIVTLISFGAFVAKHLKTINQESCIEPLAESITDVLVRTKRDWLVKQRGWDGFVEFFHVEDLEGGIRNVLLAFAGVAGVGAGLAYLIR
MEX-5 binding: C. elegans MEX-5 TCR-2 RNA binding activity | Q9XUB2 | MEX-5/FITC-TCR2 RNA binding, fluorescence polarization; active compounds read low | activity score (negative = inhibition of binding), % at 10 µM | 0.38% of 300,000 active | AID 1832;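 active means inhibition past about -25% in most replicates, and total fluorescence under double the plate's negative control median, limit read from the data; inconclusive means replicates evenly split on the limit, or fluorescence at least double controls; inactive means too little inhibition in most replicates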;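 further: 0% = DMSO and -100% = 5 µM competing unlabeled TCR2 RNA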
Fam108B counter: Fam108B inhibition, counter-screen for RBBP9 inhibitors | inhibition, % at 9.51 µM | 0.33% of 300,000 active | recombinant Fam108B, FP-Rh probe fluorescence polarization | AID 1947;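 active means inhibition above the screen mean inhibition plus 3 SD, computed separately per campaign, cut at about 18% in these data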;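 further: inhibitors lower polarization as less probe binds the enzyme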
VLA-4 inh: inhibition in a human VLA-4 binding assay | VLA-4 expressing cells, ligand binding flow cytometry | 0.2% of 330,000 active | P13612 | inhibition, % (about 7 µM as worked out from the volumes in the protocol); in the data active means inhibition above about 50%
GLD-1 TGE inh: GLD-1-TGE RNA interaction inhibition (C. elegans); inhibition, % at 5.96 µM; AID 2280; purified GLD-1 + fluorescein TGE RNA, fluorescence polarization; Q17339; 0.44% of 320,000 active;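 active means percent inhibition above a per-plate cutoff, the plate mean of test compounds plus 3 SD, cut at about 30% in these data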;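 further: 0% = DMSO wells with GLD-1 and probe and 100% = wells lacking GLD-1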
Target sequence (Q17339 whole entry, looked up): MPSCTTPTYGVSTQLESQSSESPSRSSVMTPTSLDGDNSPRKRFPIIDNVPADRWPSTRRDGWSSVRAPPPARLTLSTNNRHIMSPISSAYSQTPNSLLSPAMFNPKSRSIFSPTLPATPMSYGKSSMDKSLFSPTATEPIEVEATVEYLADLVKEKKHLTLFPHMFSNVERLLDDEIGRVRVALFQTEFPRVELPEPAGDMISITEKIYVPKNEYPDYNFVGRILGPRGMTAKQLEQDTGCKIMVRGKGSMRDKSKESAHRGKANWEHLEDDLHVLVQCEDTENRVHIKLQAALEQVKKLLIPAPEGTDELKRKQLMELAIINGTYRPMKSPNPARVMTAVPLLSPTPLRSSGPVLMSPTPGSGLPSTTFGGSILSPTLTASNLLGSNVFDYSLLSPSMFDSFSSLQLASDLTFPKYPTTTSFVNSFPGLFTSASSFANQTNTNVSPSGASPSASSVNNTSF
GRK2 aptamer HTS: inhibitors of human GRK2 displacing RNA aptamer | 0.59% of 330,000 active | bead flow cytometry, FAM-aptamer displacement from GRK2 | P25098 | AID 488847 | inhibition of aptamer binding, % at 10 µM;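 active means inhibition of aptamer binding above 40%, roughly 3 SD of noise, on plates passing a quality check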;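 further: median bead fluorescence of bound FAM aptamer so fluorescent compounds give negative values; no value below 0 was filed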
CIT2-GFP yeast: modulators of TOR pathway CIT2-GFP in S. cerevisiae; AID 2029; GFP response vs DMSO, % at 10 µM; S. cerevisiae CIT2-GFP strain, flow cytometry, 3 h; 100 means same as DMSO wells; 0.065% of 320,000 active;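 active means GFP response relative to DMSO above a set limit, near the screen mean plus 3 SD, cut at about 150% in these data; inconclusive means Fewer than 70 cells measured for a yeast strain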;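 further: ratio of well median GFP fluorescence to mean of DMSO wells on the plate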
AGP1-GFP MLPCN: modulators of TOR pathway AGP1-GFP in S. cerevisiae; S. cerevisiae AGP1-GFP multiplex flow cytometry, 3 h; GFP as percent of DMSO wells; GFP response vs DMSO, % at 10 µM; 0.02% of 320,000 active; AID 2066;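 active means GFP response relative to DMSO above a set limit, near screen average plus 3 SD, cut at about 150% in these data; inconclusive means fewer than 70 cells counted for the yeast strain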;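 further: median GFP channel fluorescence of the gated AGP1 strain per well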
Bcl-xL primary: blocks human Bcl-xL binding to Bim BH3 peptide; Q07817; GST-Bcl-xL / FITC-Bim BH3 peptide fluorescence polarization; inhibition, % at 10.9 µM; 0.7% of 320,000 active;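 active means inhibition above the mean of all tested compounds plus 3 SD, cutoff set per campaign, cut at about 30% in these data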;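 further: 0% = DMSO wells and 100% = unlabeled Bim-BH3 peptide competitor; inhibitors lower millipolarization by displacing the labeled peptide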
Target sequence (Q07817 whole entry, looked up): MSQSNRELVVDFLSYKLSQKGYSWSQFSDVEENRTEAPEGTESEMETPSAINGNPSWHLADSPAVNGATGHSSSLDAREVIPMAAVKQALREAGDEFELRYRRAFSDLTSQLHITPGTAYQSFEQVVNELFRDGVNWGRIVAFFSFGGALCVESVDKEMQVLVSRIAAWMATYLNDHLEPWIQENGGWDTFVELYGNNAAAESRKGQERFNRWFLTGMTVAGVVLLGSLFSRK
Starred values were filed as active, the others as inactive; ? = inconclusive; / = not tested or not shown; [ ] = remark or other dose.

SMILES	MCL1 BIM primary	MEX-5 binding	Fam108B counter	VLA-4 inh	GLD-1 TGE inh	GRK2 aptamer HTS	CIT2-GFP yeast	AGP1-GFP MLPCN	Bcl-xL primary
COc1ccc(N(CC(=O)Nc2ccc(S(=O)(=O)N3CCOCC3)cc2)S(=O)(=O)c2ccccc2)cc1	-12	1.8	-20	6	6	0	102	102	-2
CCOC(=O)c1cnn(-c2ccccc2)c1-n1cccc1	4	2.2	0	8	0	3	82	90	1
COc1cccc(CNCCSc2nnnn2C)c1OC	-3	-2.6	0	-2	3	2	104	106	0
Cc1cc(C)n2nc(C(=O)OCC(=O)c3cc(C)n(CC4CCCO4)c3C)nc2n1 (centres undefined)	2	1.3	-7	-4	6	6	81	92	6
C/C(=N\Nc1ccc(Cl)cc1)c1ccncc1	-1	-1.0	0	2	5	0	104	98	8
CC(Oc1ccc(F)cc1)C(=O)Nc1cc(S(=O)(=O)N2CCOCC2)ccc1N1CCCC1 (centres undefined)	-7	1.3	-2	18	-6	0	/	89	-3
Cc1ccc(-n2c(SCC(=O)N3CCC(C(=O)O)CC3)nc3ccccc3c2=O)cc1C	1	1.2	-3	5	9	0	100	96	2
CCOc1ccccc1NC(=O)CSc1nc2[nH]ncc2c(=O)[nH]1	-4	0.3	-4	-5	2	3	101	108	4
COc1cccc(CC2(CO)CCCN(Cc3sc(N4CCCC4)nc3Cl)C2)c1 (centres undefined)	30	-11	0	9	7	0	94	101	30
COc1ccc(S(=O)(=O)Nc2cccc(C)c2C)c2cccnc12	2	-2.0	0	0	8	2	100	105	7
O=C(O)C1CCCN1c1ncccn1 (centres undefined)	7	-1.1	3	-6	8	0	/	104	2
NS(=O)(=O)c1ccc(NS(=O)(=O)/C=C/c2ccccc2)cc1	2	-0.7	-2	2	5	2	99	91	2
CC(Nc1ccc(F)cc1)=[N+](C)CCNS(=O)(=O)c1ccc(Cl)cc1	-19	1.8	-1	1	9	1	101	105	1
CCOC(=O)C1CCN(CC(=O)N(CC(C)C)c2c(N)n(CC(C)C)c(=O)[nH]c2=O)CC1	-7	-0.8	-1	0	8	0	105	87	1
O=C(Nc1ccc(Cl)cc1)N(CCCN1CCOCC1)Cc1cccs1	7	0.6	-5	32	3	0	97	108	6
CCCCC(=O)Nc1ccc2c(c1)nc1n2CCOC1	0	2.5	-2	7	-2	26	89	97	4
Cc1cc(C)nc(SCc2nnc(SCC(=O)Nc3ccc(Cl)c(C(F)(F)F)c3)o2)n1	-5	-0.8	3	6	4	0	95	95	0
CC(=O)c1cccc(NC(=O)CN(C2CCCCC2)S(C)(=O)=O)c1	4	-2.8	-6	-2	-8	9	106	107	6
O=C(Oc1ccc(Br)cc1)c1cccnc1	6	2.8	-2	2	3	14	99	107	2
Cc1ccc(Sc2ncccc2C(=O)O)cc1	1	0.7	5	11	2	4	99	98	3
CCCCCC1CCC(c2n[nH]c(=S)n2C)CC1 (centres undefined)	-16	-2.3	-2	5	-1	0	102	94	-30
CC(C)c1nnc(NC(=O)CSc2ccccc2)s1	13	-1.3	5	11	-2	0	103	98	4
Cc1cc(OC(=O)c2cccc(Br)c2)c([N+](=O)[O-])c(=O)[nH]1	8	-1.1	0	43	10	1	93	98	5
COc1ccc(CCNC(=O)CCNC(=O)c2ccc([N+](=O)[O-])cc2)cc1	-7	2.3	2	-26	-13	2	101	94	3
CCn1c(CNc2ccccc2Cl)nnc1SCCN1CCCCC1	-5	1.8	-4	11	-3	0	104	109	-3
O=C(COC(=O)C1CCC1)Nc1ccccc1Sc1ccccc1	-9	-0.3	2	26	-3	0	98	94	2
COc1ccc2nc(/N=C/c3c(C)[nH]n(-c4ccc(C)cc4)c3=O)sc2c1	-6	-0.3	2	1	1	4	86	96	0
CC(C)(C)c1ccc(C(=O)NCC(=O)N/N=C/c2cccs2)cc1	5	-1.2	1	-6	9	2	104	99	5
O=C(CSCc1ccc(Cl)cc1)N1CCOCC1	0	-0.5	4	13	-2	0	102	102	1
O=C(CN(C(=O)CCC(=O)Nc1nccs1)c1cccc(C(F)(F)F)c1)NCC1CCCO1 (centres undefined)	2	0.1	2	-21	1	2	104	106	3
CCOC(=O)N1CCN(C(=O)CSc2ccc(-c3ccc(OC)c(OC)c3)nn2)CC1	2	-1.2	-3	0	1	1	98	105	4
Cc1ccc(NC(=S)N2CCN(Cc3ccccc3)CC2)cc1	14	0.6	8	-2	-5	0	91	98	2
COc1cc(/C=N/NC(=O)c2cccc([N+](=O)[O-])c2)ccc1O	3	-2.0	7	26	2	3	117	103	1
NS(=O)(=O)c1ccc(CCNC(=O)c2coc3ccccc3c2=O)cc1	0	0.2	4	2	-4	3	97	99	4
OC1(CNCc2cn[nH]c2-c2cc3ccccc3o2)CCCCC1	8	0.6	3	-13	5	0	125	113	5
O=c1c2cc([N+](=O)[O-])ccc2nc(CN2CCN(c3ccccn3)CC2)n1-c1ccccc1F	7	0.1	5	14	4	2	105	104	-1
O=C1CNC(=O)/C(=C/c2cccs2)N1	1	-1.0	0	12	-9	9	118	105	2
Cc1cc([N+](=O)[O-])cc2c1-c1ncccc1C2=Nc1ccccc1	8	-0.7	8	19	5	2	104	102	8
Cc1c(NC2=CC(=O)CC(C)(C)C2)c(=O)n(-c2ccccc2)n1C	-1	-2.4	9	-5	1	2	100	101	1
COc1ccccc1N1CCN(CCCNC(=O)C2CCCN(c3ncnc4c3nc3n4CCCCC3)C2)CC1 (centres undefined)	3	-2.0	0	-2	3	0	99	101	2
Cc1ccc(NC(=O)CSc2nc(=O)n(CCN(C)C)c3c2CCCC3)c(C)c1	-4	-0.9	3	0	4	1	96	100	0
O=C(O)Cn1cc(C(=O)c2ccco2)c2ccccc21	1	/	6	-1	-2	1	111	101	8
c1ccc(-c2cc(-c3nnc4n3N=C(c3ccc5ccccc5c3)CS4)[nH]n2)cc1	2	0.7	-16	23	6	1	93	96	-1
CCOc1ccccc1C(=O)NCC(=O)O	3	3.8	-1	0	3	1	93	95	2
COc1ccc(CCNC(=O)c2cnn3ccccc23)c(OC)c1OC	4	-0.5	3	-6	0	3	99	103	5

2 entries from above, set out differently:
Every second line gives: MCL1 BIM primary	MEX-5 binding	Fam108B counter	VLA-4 inh	GLD-1 TGE inh	GRK2 aptamer HTS	CIT2-GFP yeast	AGP1-GFP MLPCN	Bcl-xL primary
Cc1ccc(NC(=O)CSc2nc(=O)n(CCN(C)C)c3c2CCCC3)c(C)c1
 : -4	-0.9	3	0	4	1	96	100	0
O=C(O)Cn1cc(C(=O)c2ccco2)c2ccccc21
 : 1	/	6	-1	-2	1	111	101	8

(cont.)
SMILES	MCL1 BIM primary	MEX-5 binding	Fam108B counter	VLA-4 inh	GLD-1 TGE inh	GRK2 aptamer HTS	CIT2-GFP yeast	AGP1-GFP MLPCN	Bcl-xL primary
Cc1ccc(S(=O)(=O)N2CCN(c3ncnc4c3cnn4-c3ccccc3)CC2)cc1	-2	0.0	1	3	-3	0	96	104	1
CSc1ccccc1NC(=O)CSCc1ccc(Br)cc1	2	-1.8	-4	-6	-2	0	88	104	-1
Cc1nc2c(-c3ccc(F)cc3)c(C)nn2c(C)c1CCC(=O)N1CCOCC1	-1	0.2	5	-13	1	0	104	109	-2
CC(=O)Nc1ccc(SCC(=O)OCC(=O)NC(=O)NCCC(C)C)cc1	-11	0.2	1	9	-6	0	100	95	-3
CCOc1ccc(/C=N/NC(=O)NC23CC4CC(CC(C4)C2)C3)cc1O	4	2.1	3	6	-7	0	/	97	3
CCc1cc2cccc(C)c2nc1SCC(=O)NC1CCCC1	6	-2.9	-2	5	-5	0	96	101	5
CC(C)CNC(=O)CCc1nc(-c2ccccc2)no1	0	/	0	-2	2	2	94	95	-2
CCOC(=O)c1ncn2c1C(=O)OC2(C)C	4	-0.5	1	12	8	2	109	109	4
CC(Oc1ccc2c(-c3ccccc3)cc(=O)oc2c1)C(=O)NC(Cc1c[nH]c2ccc(O)cc12)C(=O)O (centres undefined)	3	-4.3	1	19	5	1	99	102	-1
CC(C)(C)c1nc(N)nc(=O)[nH]1	0	0.1	-2	4	1	2	89	91	9
NC(=O)C(c1ccc(F)cc1)c1ccc(C(=O)c2ccccc2)cc1 (centres undefined)	7	2.3	5	-4	-2	1	126	117	7
N/C(=N\OC(=O)/C=C/c1ccccc1)c1cccnc1	5	-8.6	-2	5	3	0	102	105	1
Cc1cccc(NC(=O)c2cccc(S(=O)(=O)N3CCc4ccccc4C3)c2)n1	5	0.7	-4	-4	9	3	98	97	3
Cc1cc(C(=O)CN2C(=O)c3ccccc3C2=O)c(C)n1C1CC1	4	-2.6	-1	11	0	0	96	103	2
Cc1cc(NS(=O)(=O)c2ccc(NS(=O)(=O)c3ccc(Br)cc3)cc2)no1	-7	-0.1	-4	17	6	0	88	86	1
CCCCCN=C(C)c1c(O)c2ccccc2oc1=O	10	-1.7	6	-7	-3	0	104	103	0
CC1CCN(CCCNC(=O)CN2C(=O)CSc3ccc(S(=O)(=O)N4CCC(C)CC4)cc32)CC1	4	2.8	-2	6	-7	1	99	100	6
CC1(C)CC(NC(=O)COc2ccc([N+](=O)[O-])cc2)CC(C)(C)N1	6	0.4	-2	7	2	1	107	103	4
CCCCOc1ccc(Cl)cc1CSc1nncn1N	-21	0.3	-5	-7	2	1	102	91	-8
CC1CCCN(C(=O)COc2ccc3c(c2)OCO3)C1 (centres undefined)	9	-0.2	-3	7	5	1	/	87	9
O=C(CSc1nnc(CNc2ccc(Cl)cc2)n1Cc1ccccc1)NCc1ccco1	-9	0.7	-2	1	6	2	95	99	-1
COc1cc(OC)cc(-c2c(-c3cccs3)c3cc(-c4ccc5cc[nH]c5c4)ccc3n2C)c1	-36	/	/	30	-36	0	97	103	-18
Cc1cc(Oc2nc3ccccn3c(=O)c2/C=C(\C#N)C(=O)NC2CCS(=O)(=O)C2)ccc1Cl (centres undefined)	-3	-2.3	-6	0	1	0	?	13[may fluoresce violet]	4
N#CC1(NC(=O)COc2ccc3oc4ccccc4c3c2)CCCCC1	-11	-1.1	3	18	-4	0	94	97	2
CCC(C)(C)c1ccc(OC(=O)c2cccnc2Cl)cc1	2	-0.3	-1	-5	2	2	101	95	7
CC(C)(C)NC(=O)C(c1ccc(O)cc1)N(C(=O)CCC(=O)Nc1nccs1)c1ccc(F)cc1 (centres undefined)	4	-3.5	2	-3	4	2	100	104	3
CN(C)c1nc(-c2ccccc2)cc(C(F)(F)F)c1C#N	4	0.8	-8	-12	3	0	87	85	2
C[C@H](CO)N1C[C@H](C)[C@@H](CN(C)S(=O)(=O)c2cccs2)Oc2ccc(NC(=O)Nc3ccccc3)cc2C1=O	/	/	/	-19	0	0	100	100	/
COc1ccc(CCNCc2c(-c3ccccc3)n(C)c3ccccc23)cc1	7	0.3	2	6	14	0	111	99	2
COCCCNC(c1ccccc1)c1ccncc1 (centres undefined)	5	-0.7	-1	5	-3	1	91	92	7
Nc1nonc1-n1nnc(C(=O)N/N=C/c2cc(Br)ccc2O)c1CSC1=NCCS1	-5	-1.9	-20	25	-19	0	95	94	1
CN1CN(C)C(c2ccncc2)=C1c1ccncc1	12	-2.3	4	-1	-6	7	104	106	8
CC(C)c1ccc(/C=C2\NC(=S)N(Cc3cccnc3)C2=O)cc1	7	1.0	-1	0	5	1	96	98	9
